TcdB inh – TcdB glycohydrolase inhibition. TcdB glycohydrolase enzymatic assay, plate reader. 0.24% of 350,000 active. AID 652162. inhibition, % at 9.99 µM. P18177; in the data active = inhibition above about 10%
Target sequence (P18177 whole entry, looked up): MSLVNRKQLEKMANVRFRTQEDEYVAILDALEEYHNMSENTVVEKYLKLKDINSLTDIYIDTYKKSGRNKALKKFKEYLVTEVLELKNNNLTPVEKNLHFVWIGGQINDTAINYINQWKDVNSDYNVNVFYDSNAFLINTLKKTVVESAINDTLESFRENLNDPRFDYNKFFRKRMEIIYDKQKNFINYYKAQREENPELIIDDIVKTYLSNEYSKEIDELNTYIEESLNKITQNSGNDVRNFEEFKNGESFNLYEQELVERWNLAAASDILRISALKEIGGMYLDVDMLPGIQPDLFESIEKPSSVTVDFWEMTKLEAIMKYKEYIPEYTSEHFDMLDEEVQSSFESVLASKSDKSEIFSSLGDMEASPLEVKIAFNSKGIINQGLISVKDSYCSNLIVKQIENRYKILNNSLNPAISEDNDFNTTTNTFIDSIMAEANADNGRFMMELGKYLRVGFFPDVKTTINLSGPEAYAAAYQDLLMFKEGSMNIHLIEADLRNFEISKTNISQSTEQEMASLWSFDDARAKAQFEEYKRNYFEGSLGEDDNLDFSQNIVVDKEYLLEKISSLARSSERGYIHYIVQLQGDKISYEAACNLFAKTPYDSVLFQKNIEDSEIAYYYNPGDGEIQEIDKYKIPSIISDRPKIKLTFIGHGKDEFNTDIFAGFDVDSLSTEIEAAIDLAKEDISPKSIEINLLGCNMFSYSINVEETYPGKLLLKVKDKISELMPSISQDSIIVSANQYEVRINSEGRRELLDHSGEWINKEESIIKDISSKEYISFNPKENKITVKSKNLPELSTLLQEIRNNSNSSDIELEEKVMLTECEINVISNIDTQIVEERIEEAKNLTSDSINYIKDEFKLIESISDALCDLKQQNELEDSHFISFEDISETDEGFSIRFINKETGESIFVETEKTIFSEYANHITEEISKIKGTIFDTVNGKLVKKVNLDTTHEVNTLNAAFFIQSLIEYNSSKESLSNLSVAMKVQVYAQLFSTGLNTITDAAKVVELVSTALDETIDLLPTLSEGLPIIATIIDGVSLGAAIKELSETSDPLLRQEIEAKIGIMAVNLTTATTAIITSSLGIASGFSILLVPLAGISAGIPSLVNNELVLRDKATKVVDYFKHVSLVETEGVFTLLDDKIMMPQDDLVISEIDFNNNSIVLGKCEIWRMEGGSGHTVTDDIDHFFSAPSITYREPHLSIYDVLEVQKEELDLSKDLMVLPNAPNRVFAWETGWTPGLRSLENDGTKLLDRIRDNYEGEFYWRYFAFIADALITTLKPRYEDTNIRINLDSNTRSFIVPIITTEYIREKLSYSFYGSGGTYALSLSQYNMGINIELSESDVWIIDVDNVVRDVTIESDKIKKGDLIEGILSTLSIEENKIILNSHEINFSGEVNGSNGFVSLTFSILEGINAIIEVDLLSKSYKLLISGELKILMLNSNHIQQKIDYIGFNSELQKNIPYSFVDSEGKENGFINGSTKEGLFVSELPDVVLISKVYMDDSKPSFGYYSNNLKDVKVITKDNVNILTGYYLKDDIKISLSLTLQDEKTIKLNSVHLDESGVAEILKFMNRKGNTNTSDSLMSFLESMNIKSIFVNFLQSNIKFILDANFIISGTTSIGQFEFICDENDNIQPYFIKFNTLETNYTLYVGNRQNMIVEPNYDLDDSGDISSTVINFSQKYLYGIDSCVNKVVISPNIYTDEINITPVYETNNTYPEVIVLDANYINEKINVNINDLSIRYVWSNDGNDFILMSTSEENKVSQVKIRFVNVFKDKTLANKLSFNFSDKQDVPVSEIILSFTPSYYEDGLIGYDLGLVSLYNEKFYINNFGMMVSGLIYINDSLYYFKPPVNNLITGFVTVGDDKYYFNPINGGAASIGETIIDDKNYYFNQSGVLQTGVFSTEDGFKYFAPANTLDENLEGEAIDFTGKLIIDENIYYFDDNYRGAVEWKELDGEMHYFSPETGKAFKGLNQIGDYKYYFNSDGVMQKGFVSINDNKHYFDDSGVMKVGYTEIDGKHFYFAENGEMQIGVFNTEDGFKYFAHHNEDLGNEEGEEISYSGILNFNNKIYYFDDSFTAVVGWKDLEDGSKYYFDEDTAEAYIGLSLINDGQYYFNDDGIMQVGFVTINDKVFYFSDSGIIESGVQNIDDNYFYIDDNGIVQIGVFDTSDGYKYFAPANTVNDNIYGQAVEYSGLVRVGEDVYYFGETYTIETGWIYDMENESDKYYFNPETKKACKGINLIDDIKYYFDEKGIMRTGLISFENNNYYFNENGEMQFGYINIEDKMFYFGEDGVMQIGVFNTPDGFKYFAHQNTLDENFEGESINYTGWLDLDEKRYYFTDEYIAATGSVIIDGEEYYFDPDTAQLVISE
* marks the source's active call; other numbers are inactive results. Not all compounds are listed; count on the stated rates, not on these rows.

SMILES	TcdB inh
O=C(C[C@@H]1CC[C@@H](NC(=O)Nc2ccccc2F)[C@@H](CO)O1)NCc1ccc(-c2ccccc2)cc1	0.1
CCCC#Cc1ccc2c(c1)O[C@@H](CN(C)C(=O)c1ccccc1)[C@H](C)CN([C@H](C)CO)S2(=O)=O	1.0
CCCC#Cc1ccc([C@H]2[C@@H](CO)N3C(=O)CN(C(=O)c4ccccn4)C[C@@H]23)cc1	0.8
C[C@@H]1CN([C@@H](C)CO)C(=O)c2cc(NC(=O)C3CCCCC3)ccc2O[C@H]1CN(C)Cc1ccc(-c2ccccc2)cc1	-1.3
O=C(Nc1ccccc1F)N[C@H]1CC[C@H](CCNC(=O)C2CCCC2)O[C@@H]1CO	-1.0
O=C(Nc1ccc(F)cc1)N1CCCCN2[C@@H](CO)[C@@H](c3ccc(-c4ccccc4F)cc3)[C@@H]2C1	0.4
C[C@H](CO)N1C[C@H](C)[C@H](CN(C)C(=O)Nc2cccc3ccccc23)Oc2ncc(C#CC(C)(C)O)cc2C1=O	-0.3
CO[C@@H]1CN(C)C(=O)c2ccc(NC(C)=O)cc2OC[C@H](C)N(C(=O)C2CCOCC2)C[C@H]1C	1.0
CO[C@H]1CN(C)C(=O)c2ccc(NC(=O)NC(C)C)cc2OC[C@H](C)N(S(C)(=O)=O)C[C@H]1C	0.7
CCS(=O)(=O)N1[C@H](C#N)[C@@H](c2ccc(C#CC(C)C)cc2)[C@H]1CO	-0.7
C[C@@H]1CN([C@H](C)CO)C(=O)c2cc(NC(=O)c3ccncc3)ccc2O[C@H]1CN(C)Cc1ccc(-c2ccccc2)cc1	0.3
COCC(=O)N1C[C@@H]2[C@H](c3ccccc31)[C@H](CO)N2C(=O)NC(C)C	-0.3
C[C@@H]1CCCCO[C@H](CN(C)Cc2ccc(C(=O)O)cc2)[C@H](C)CN([C@H](C)CO)C(=O)c2cc(NS(=O)(=O)c3ccc(Cl)cc3)ccc2O1	-0.9
C/C=C/c1ccc2c(c1)O[C@H](CN(C)C(=O)c1ccc3c(c1)OCO3)[C@@H](C)CN([C@H](C)CO)S2(=O)=O	1.1
CCCNC(=O)[C@@H]1[C@@H](CO)[C@@H]2Cn3c(ccc(/C=C/c4ccccc4)c3=O)[C@H]1N2C(=O)c1ccccc1	-0.4
COc1ccccc1CN(C)C[C@@H]1OCc2ccccc2-c2ccccc2C(=O)N([C@H](C)CO)C[C@@H]1C	-1.4
O=C(Cc1ccccn1)NCC[C@@H]1CC[C@H](NC(=O)Nc2ccc(Cl)cc2)[C@@H](CO)O1	0.4
CC(C)C#Cc1cnc2c(c1)C(=O)N([C@@H](C)CO)C[C@@H](C)[C@@H](CN(C)C(=O)Nc1cc(F)ccc1F)O2	0.7
COc1ccccc1NC(=O)N[C@H]1CC[C@H](CCNC(=O)c2ccc3c(c2)OCO3)O[C@@H]1CO	0.2
Cc1noc(C)c1NC(=O)Nc1ccc2c(c1)C(=O)N([C@H](C)CO)C[C@H](C)[C@@H](CN(C)Cc1ccc(Oc3ccccc3)cc1)O2	-0.4
C[C@@H]1CN([C@H](C)CO)C(=O)c2cc(C#Cc3cccc(F)c3)cnc2O[C@H]1CN(C)Cc1ccccn1	-0.5
CCC(=O)N(C)C[C@@H]1Oc2cc(-c3cccnc3)ccc2S(=O)(=O)N([C@@H](C)CO)C[C@H]1C	-1.1
CO[C@H]1CN(C)C(=O)c2cc(NC(=O)c3ccc(F)cc3)ccc2OC[C@H](C)N(C(C)=O)C[C@@H]1C	1.2
CC(C)(C)[S@@](=O)N1Cc2cc(C(=O)NC3CCC3)nc(-c3cccc(-c4ccccc4F)c3)c2[C@H]1CCO	0.3
O=C(c1ccc(F)cc1)N1CCCCN2[C@H](C1)[C@H](c1ccc(/C=C/c3ccccc3)cc1)[C@@H]2CO	0.4
CC(C)NC(=O)Nc1ccc2c(c1)CC(=O)N([C@H](C)CO)C[C@@H](C)[C@@H](CN(C)C(=O)NC1CCCCC1)O2	-0.6
COc1ccc(CNC(=O)C[C@H]2C=C[C@@H](NC(=O)c3ccc4c(c3)OCO4)[C@@H](CO)O2)cc1	-1.0
COc1ccccc1CNC(=O)C[C@H]1C[C@H]2c3cc(NS(=O)(=O)c4ccc(F)cc4)ccc3O[C@H]2[C@@H](CO)O1	-0.7
C[C@H](CO)N1C[C@H](C)[C@H](CN(C)Cc2ccc(-c3ccccc3)cc2)Oc2ccc(NC(=O)Nc3ccc4c(c3)OCO4)cc2CC1=O	0.4
CN1CCN(C(=O)[C@H]2[C@H](CO)[C@H]3Cn4c(cccc4=O)[C@@H]2N3Cc2ccncc2)CC1	-0.2
COc1cccc(-c2ccccc2[C@H]2[C@@H](C#N)N(C(=O)c3ccccn3)[C@@H]2CO)c1	0.3
C[C@@H]1CN([C@@H](C)CO)C(=O)Cc2cc(NC(=O)c3ccncc3)ccc2O[C@@H]1CN(C)Cc1ccc(C(=O)O)cc1	1.8
C[C@H](CO)N1C[C@H](C)[C@H](CN(C)Cc2ccc(Oc3ccccc3)cc2)Oc2ccc(NS(=O)(=O)c3cccs3)cc2C1=O	-0.3
CCC(=O)N1C[C@H](C)[C@@H](OC)CN(C)C(=O)c2cc(NC(=O)C3CC3)ccc2OC[C@H]1C	0.0
O=C(N[C@@H]1C=C[C@H](CC(=O)N2CCN(c3ccccc3)CC2)O[C@@H]1CO)c1ccccc1	-1.4
CN1C(=O)c2cc(NC(=O)c3ccc(C(F)(F)F)cc3)ccc2OC[C@@H]2O[C@@H](CC(=O)O)CC[C@@H]21	-1.3
C[C@@H]1CCCCO[C@@H](CN(C)C(=O)Nc2ccc(C(F)(F)F)cc2)[C@H](C)CN([C@@H](C)CO)C(=O)c2cc(NC(=O)CCC(F)(F)F)ccc2O1	0.9
COc1ccccc1CNC(=O)C[C@@H]1C[C@H]2c3cc(NC(=O)Nc4ccc(C(F)(F)F)cc4)ccc3O[C@H]2[C@@H](CO)O1	0.6
N#C[C@H]1[C@H](c2ccccc2C2=CCCCC2)[C@@H](CO)N1C(=O)c1cccc(F)c1	0.1
C[C@H]1CN([C@@H](C)CO)C(=O)c2cc(NC(=O)Nc3cccc4ccccc34)ccc2O[C@H]1CN(C)S(=O)(=O)c1cccs1	0.4

Overlap with the part before: 4 compounds, then new ones.
SMILES	TcdB inh
C[C@@H]1CCCCO[C@@H](CN(C)C(=O)Nc2ccc(C(F)(F)F)cc2)[C@H](C)CN([C@@H](C)CO)C(=O)c2cc(NC(=O)CCC(F)(F)F)ccc2O1	0.9
COc1ccccc1CNC(=O)C[C@@H]1C[C@H]2c3cc(NC(=O)Nc4ccc(C(F)(F)F)cc4)ccc3O[C@H]2[C@@H](CO)O1	0.6
N#C[C@H]1[C@H](c2ccccc2C2=CCCCC2)[C@@H](CO)N1C(=O)c1cccc(F)c1	0.1
C[C@H]1CN([C@@H](C)CO)C(=O)c2cc(NC(=O)Nc3cccc4ccccc34)ccc2O[C@H]1CN(C)S(=O)(=O)c1cccs1	0.4
C[C@H]1CN([C@@H](C)CO)C(=O)c2cc(NS(=O)(=O)c3cccs3)ccc2O[C@@H]1CN(C)S(C)(=O)=O	0.7
C[C@H]1CN([C@@H](C)CO)C(=O)Cc2cc(NC(=O)NC3CCCCC3)ccc2O[C@H]1CN(C)Cc1ccccc1	-1.8
O=C(C[C@@H]1CC[C@H]2[C@@H](COC[C@@H](O)CN2S(=O)(=O)c2ccc(Cl)cc2)O1)NCCN1CCCC1	-2.1
Cc1ccc(S(=O)(=O)N[C@@H]2CC[C@H](CCNC(=O)c3ccc4c(c3)OCO4)O[C@@H]2CO)cc1	-1.6
CCC(=O)N(C)C[C@H]1Oc2ncc(C#Cc3ccccc3OC)cc2C(=O)N([C@H](C)CO)C[C@H]1C	-14
O=C(C1CCC1)N1CC(=O)N2[C@H](CO)[C@@H](c3ccc(-c4ccccc4F)cc3)[C@H]2C1	-0.8
COCC(=O)Nc1ccc2c(c1)C(=O)N(C)C[C@@H](OC)[C@@H](C)CN(Cc1ccncc1)[C@@H](C)CO2	-0.3
C[C@@H]1CCCCO[C@@H](CN(C)C(=O)Nc2ccc(F)cc2)[C@H](C)CN([C@H](C)CO)C(=O)c2cc(NC(=O)NC3CCCCC3)ccc2O1	0.6
C[C@H]1CN([C@@H](C)CO)C(=O)c2cccc(NC(=O)C3CC3)c2O[C@H]1CN(C)Cc1ccc(C(=O)Nc2ccccc2N)cc1	1.3
C[C@@H]1CN([C@H](C)CO)S(=O)(=O)c2ccc(-c3ccccc3)cc2O[C@@H]1CN(C)Cc1ccccc1C(=O)O	-0.3
COc1ccc(S(=O)(=O)N(C)C[C@H]2Oc3c(NS(=O)(=O)c4ccccc4)cccc3C(=O)N([C@H](C)CO)C[C@H]2C)cc1	2.2
O=C(Nc1ccc2c(c1)[C@H]1C[C@@H](CC(=O)N3CCc4ccccc4C3)O[C@@H](CO)[C@H]1O2)C1CCC1	0.7
COc1ccccc1S(=O)(=O)N[C@@H]1CC[C@H](CC(=O)N2CCOCC2)O[C@H]1CO	-0.3
Cc1noc(C)c1S(=O)(=O)Nc1ccc2c(c1)C(=O)N([C@@H](C)CO)C[C@H](C)[C@@H](CN(C)C(=O)Nc1ccccc1)OCCCC[C@@H](C)O2	1.3
CCCNC(=O)Nc1ccc2c(c1)OC[C@@H](C)N(Cc1ccccc1)C[C@H](C)[C@@H](OC)CN(C)C2=O	0.0
Cc1noc(C)c1NC(=O)N(C)C[C@H]1Oc2ccc(NC(=O)NC3CCCCC3)cc2C(=O)N([C@H](C)CO)C[C@H]1C	0.3
C[C@H](CO)N1C[C@H](C)[C@@H](CN(C)Cc2ccc(C(F)(F)F)cc2)OCCCC[C@H](C)Oc2ccc(NC(=O)CCC(F)(F)F)cc2C1=O	0.8
C[C@@H]1CN([C@H](C)CO)C(=O)c2cccc(NC(=O)c3cnccn3)c2O[C@H]1CN(C)C(=O)Nc1ccc2c(c1)OCO2	0.5
C[C@H](CO)N1C[C@H](C)[C@H](CN(C)C(=O)Cc2ccccc2)Oc2ncc(C3=CCCCC3)cc2C1=O	0.7
O=C(C[C@@H]1CC[C@H]2[C@@H](COC[C@H](O)CN2Cc2ccccc2)O1)NCc1ccccc1Cl	0.2

Continued (3 carried over from the part before).
SMILES	TcdB inh
C[C@@H]1CN([C@H](C)CO)C(=O)c2cccc(NC(=O)c3cnccn3)c2O[C@H]1CN(C)C(=O)Nc1ccc2c(c1)OCO2	0.5
C[C@H](CO)N1C[C@H](C)[C@H](CN(C)C(=O)Cc2ccccc2)Oc2ncc(C3=CCCCC3)cc2C1=O	0.7
O=C(C[C@@H]1CC[C@H]2[C@@H](COC[C@H](O)CN2Cc2ccccc2)O1)NCc1ccccc1Cl	0.2
C[C@H]1CN([C@@H](C)CO)C(=O)Cc2cc(NC(=O)CCCCCC(=O)Nc3ccccc3N)ccc2O[C@H]1CN(C)S(=O)(=O)c1ccccc1	0.6
C[C@@H]1CN([C@H](C)CO)C(=O)c2cccc(NC(=O)c3cnccn3)c2O[C@H]1CN(C)S(C)(=O)=O	0.5
CNC[C@H]1Oc2cc(Br)ccc2S(=O)(=O)N([C@H](C)CO)C[C@@H]1C	0.0
Cc1noc(C)c1S(=O)(=O)N(C)C[C@@H]1OCCCC[C@@H](C)Oc2ccc(NC(=O)Nc3ccccc3)cc2C(=O)N([C@@H](C)CO)C[C@@H]1C	-1.0
COc1cccc(-c2ccc3c(c2)O[C@H](CN(C)Cc2ccncc2)[C@@H](C)CN([C@@H](C)CO)S3(=O)=O)c1	-0.2
C/C=C/c1ccc([C@H]2[C@@H](CO)N(Cc3cncnc3)C23CN(C(=O)CC2CC2)C3)cc1	-0.1
C[C@@H]1CCCCO[C@@H](CN(C)S(=O)(=O)c2cccs2)[C@H](C)CN([C@@H](C)CO)C(=O)c2cc(NS(=O)(=O)c3ccccc3)ccc2O1	-14
O=C(C[C@@H]1CC[C@H]2[C@@H](COC[C@@H](O)CN2CCC(F)(F)F)O1)N1CCC(Cc2ccccc2)CC1	-0.1
O=C(C[C@H]1C=C[C@@H](NC(=O)C2CCOCC2)[C@H](CO)O1)Nc1ccc(-c2ccccc2)cc1	-1.0
COc1ccc2c3c(n(C)c2c1)[C@H](CO)N(Cc1ccncc1)CC31CN(C(=O)C2CC2)C1	-1.6
O=C(C[C@H]1CC[C@H](NC(=O)C2CCOCC2)[C@@H](CO)O1)Nc1ccccc1	-5.2
C[C@H]1CCCCO[C@H](CN(C)Cc2ccc(Cl)c(Cl)c2)[C@@H](C)CN([C@@H](C)CO)C(=O)c2cc(NC(=O)Cc3ccccc3)ccc2O1	1.6
C[C@@H]1CN([C@H](C)CO)C(=O)c2cc(-c3ccc(C#N)cc3)cnc2O[C@@H]1CN(C)CC1CCOCC1	0.2
C[C@H](CO)N1C[C@H](C)[C@@H](CN(C)CC2CC2)Oc2ccc(NC(=O)Nc3cccc4ccccc34)cc2CC1=O	0.0
C[C@H](CO)N1C[C@H](C)[C@H](CN(C)CC2CC2)Oc2ccc(NS(=O)(=O)c3cn(C)cn3)cc2C1=O	0.4
C[C@@H]1CN([C@@H](C)CO)C(=O)c2cc(NC(=O)NC3CCCCC3)ccc2O[C@H]1CN(C)Cc1ccc(C(F)(F)F)cc1	1.1
C[C@H](CO)N1C[C@H](C)[C@@H](CN(C)S(=O)(=O)c2ccc(C#N)cc2)OCc2ccccc2-c2ccccc2C1=O	-0.7
O=C(CN1CCOCC1)NCC[C@H]1CC[C@@H](NS(=O)(=O)c2ccc(Cl)cc2)[C@H](CO)O1	-0.8
C[C@H](CO)N1C[C@H](C)[C@@H](CN(C)S(=O)(=O)c2ccccc2)Oc2ccc(NS(=O)(=O)c3ccc(Cl)cc3)cc2CC1=O	-0.1
O=C(C[C@@H]1C[C@H]2c3cc(NC(=O)C4CCC4)ccc3O[C@H]2[C@@H](CO)O1)NCc1ccccc1	0.2
CC(C)NC(=O)N(C)C[C@@H]1OCc2ccccc2-c2c(n(C)c3ccccc23)C(=O)N([C@H](C)CO)C[C@H]1C	1.5

Source: PubChem
